tim10-1 inh = inhibits growth of tim10-1 mutant yeast; S. cerevisiae tim10-1 ts strain growth, BacTiter-Glo, 24 h; inhibition, % at 20 µM; 330,000 tested, 2.2% active; AID 463190;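 active = inhibition of at least 40%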;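 note: mutant grown at 25 °C; 0% = DMSO wells with yeast and 100% = wells holding no yeast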
Mdm2-MdmX inh = disrupts the human Mdm2-MdmX interaction; O15151+Q00987; SaOS-2 split-luciferase Mdm2/MdmX complementation, luminescence; inhibition, % at 8 µM; 330,000 tested, 3% active; AID 485346;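 active = inhibition of at least 50% at 8 µM in the primary screen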
Target sequence (O15151 whole entry, looked up): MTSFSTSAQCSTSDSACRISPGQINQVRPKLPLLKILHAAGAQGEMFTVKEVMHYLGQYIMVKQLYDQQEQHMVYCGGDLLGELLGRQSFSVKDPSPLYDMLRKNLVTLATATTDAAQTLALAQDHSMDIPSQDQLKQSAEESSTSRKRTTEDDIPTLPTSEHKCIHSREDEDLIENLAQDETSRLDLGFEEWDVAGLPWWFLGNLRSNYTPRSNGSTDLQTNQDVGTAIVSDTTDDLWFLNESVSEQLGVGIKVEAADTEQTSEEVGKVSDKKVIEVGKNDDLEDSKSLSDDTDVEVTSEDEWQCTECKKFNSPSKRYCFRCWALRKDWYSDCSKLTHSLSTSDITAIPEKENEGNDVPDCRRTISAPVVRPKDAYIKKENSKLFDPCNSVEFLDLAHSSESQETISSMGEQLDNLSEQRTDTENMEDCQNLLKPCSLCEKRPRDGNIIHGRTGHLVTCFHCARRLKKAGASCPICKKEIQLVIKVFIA
Target sequence (Q00987 whole entry, looked up): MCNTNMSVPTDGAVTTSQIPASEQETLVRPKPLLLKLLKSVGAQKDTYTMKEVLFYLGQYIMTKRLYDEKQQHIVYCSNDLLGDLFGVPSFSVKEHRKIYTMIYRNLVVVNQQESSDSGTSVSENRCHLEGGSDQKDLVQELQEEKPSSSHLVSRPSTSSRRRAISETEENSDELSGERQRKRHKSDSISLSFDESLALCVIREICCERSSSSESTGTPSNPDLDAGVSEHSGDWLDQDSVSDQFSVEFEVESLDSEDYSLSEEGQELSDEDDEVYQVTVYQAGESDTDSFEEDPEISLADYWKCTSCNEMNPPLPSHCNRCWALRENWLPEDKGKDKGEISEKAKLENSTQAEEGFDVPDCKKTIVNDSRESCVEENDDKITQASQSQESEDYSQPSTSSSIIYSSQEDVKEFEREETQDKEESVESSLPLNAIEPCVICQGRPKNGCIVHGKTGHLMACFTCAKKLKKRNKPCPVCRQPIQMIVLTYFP
Jurkat NFkB inh = lowers PMA/ionomycin-induced NF-kB signal in Jurkat cells; inhibition, % at 4 µM; PMA/ionomycin-induced NF-kB luciferase reporter, luminescence; AID 435003; 330,000 tested, 0.53% active; in the data active = inhibition above about 50%
tim23-1 inh = inhibits growth of tim23-1 mutant yeast | inhibition, % at 20 µM | S. cerevisiae tim23-1 growth, BacTiter-Glo luminescence, 24 h | 330,000 tested, 1.3% active | AID 463212;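 active = growth inhibition of the mutant yeast at or above 50%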;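 note: temperature-sensitive mutant grown at 25 °C; plate controls were DMSO-treated mutant yeast for no effect and medium wells lacking yeast for full effect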
697 NFkB inh = inhibitors of the PMA/ionomycin-induced NF-kB reporter in 697 B cells; 697 B-cell NF-kB luciferase reporter, 16 h; inhibition, % at 4 µM; 330,000 tested, 0.33% active; AID 435022; in the data active = inhibition above about 35%
CHOP UPR activ = apoptotic UPR (CHOP) activation; 330,000 tested, 0.34% active; AID 449763; CHO-CHOP luciferase reporter, luminescence; percent of tunicamycin response over DMSO baseline; activation, % at 10 µM;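 active = at 10 µM dose, activation of 40% or more, normalized to positive control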;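 note: 100% = tunicamycin at 10 µg/mL and 0% = DMSO alone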
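Dosing – one dose, 10 µM in 0.5% DMSO · System – CHO-CHOP cells, stable luciferase reporter of PERK-eIF2a-CHOP signalling · Input – 500 cells/well · Control set – tunicamycin 10 µg/mL final as positive, DMSO-only wells as negative · Timing – 6 h compound treatment, 37 °C · Measure – % activation vs tunicamycin · Technique – luminescence read with Steady-Glo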
UPR XBP1 act = activators of adaptive arm of unfolded protein response (XBP1) | 330,000 tested, 0.33% active | activation, % at 20 µM | CHO-XBP1 luciferase reporter, IRE1-XBP1 UPR activation, luminescence; percent of tunicamycin response, DMSO as zero | AID 463104;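 active = versus positive control, 20 µM dose yields 30% or more activation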;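 note: 100% = tunicamycin at 10 µg/mL and 0% = DMSO only wells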
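Material – CHO cell line with stable XBP1 luciferase reporter · Buffer or medium – F12 plus 10% FBS · Compound – single point, 20 µM final compound, 1% DMSO · Schedule – 16-18 h cell attachment at 37 °C, then 6 h compound exposure · Signal – Steady-Glo luminescence read · Benchmarks – high control tunicamycin 10 µg/mL final, low control DMSO vehicle only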
TIM10 inh = growth inhibitors of TIM10 yeast strain; 330,000 tested, 1.4% active; inhibition, % at 10 µM; S. cerevisiae TIM10 strain growth, BacTiter-Glo luminescence, 24 h;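 active = inhibition of 40% or more at the single tested concentration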;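 note: wild-type TIM10 isogenic control strain grown at permissive 25 °C; 0% = DMSO yeast wells and 100% = minimal medium wells without yeast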
The depositor's hits bear a star. This is a random part of the collection; 6.6% or so of the library scored in one or more.

Values run as follows: tim10-1 inh, Mdm2-MdmX inh, Jurkat NFkB inh, tim23-1 inh, 697 NFkB inh, CHOP UPR activ, UPR XBP1 act, TIM10 inh
- C=CCC1S/C(=N/N=C/c2cccs2)NC1=O (stereo unspecified)
  22.8, -16.6, -6.0, 12.3, -14.5, -0.3, 3.8, 4.1
- CCn1c(Cc2ccccc2)nnc1SCC(=O)Nc1cc(C)on1
  10.9, -3.7, 11.9, -3.3, 14.8, -1.4, 0.5, -5.7
- COc1ccccc1OCC(=O)N(Cc1nnc(-c2ccccc2Cl)o1)C1CC1
  12.7, -13.1, 14.2, 10.5, 22.4, 2.7, -1.9, 12.8
- Clc1ccc(Cl)c(OCc2cc(-c3ccccc3Cl)on2)c1
  15.1, 20.2, -81.2, 3.0, -10.9, 0.9, -0.8, -16.2
- CC(C)(C)c1cc(-c2nc(N)nc(N)n2)c(O)c(C(C)(C)C)c1
  -37.9, 68.0*, 1.4, -100.5, 21.2, 0.0, 58.1*, 30.1
- Cc1cccc(NC(=S)N(CCN2CCOCC2)Cc2cc3cc4c(cc3[nH]c2=O)OCO4)c1
  6.7, 16.8, 8.5, 2.2, 7.7, 0.0, 5.4, 1.5
- COc1ccc(NC(=O)c2cc(-c3ccco3)on2)c(OC)c1
  -7.1, 27.8, -14.6, 16.5, 2.9, 2.1, -3.5, -11.7
- CCCCC(=O)NC(=S)Nc1cccc(NC(=O)c2ccco2)c1
  18.4, 44.1, 1.7, 35.7, 11.6, -1.6, -1.8, 25.6
- C=CCn1c(=O)c(C(=O)Nc2ccccc2C)c(O)c2ccccc21
  -29.3, -62.1, -72.3, -6.9, -149.6, 4.3, 1.5, -12.0
- Cc1cc(C)n(C(=O)c2ccc(S(=O)(=O)NCC3CCCO3)cc2)n1 (stereo unspecified)
  11.4, -1.4, 7.7, 12.4, 20.5, 1.5, 1.3, 5.5
- Cc1ccc(OCCNC(=O)c2ccc(COc3ccccc3)o2)cc1
  16.3, 2.6, 17.9, 6.2, 2.9, 2.3, 4.0, -12.3
- O=C(CCCCCN1C(=O)[C@@H]2Cc3ccccc3CN2C1=O)N[C@@H](Cc1ccc(O)cc1)C(=O)O
  11.1, 28.0, 15.2, 13.3, 18.4, -2.0, -0.1, -4.0
- Cc1cc(C)c2nc(Nc3nc(-c4ccccc4)cc(=O)[nH]3)nc(C)c2c1
  -2.7, 71.5*, 2.9, -4.9, 5.4, 25.6, 27.2, -10.7
- Cc1ccc(S(=O)(=O)CCc2nc3ccccc3n2CCC#N)cc1
  13.8, 61.9*, 17.7, 14.2, 2.3, -1.9, 0.2, -1.4
- Cc1cc2c(cc1S(=O)(=O)CCC(=O)N1CC(C)CC(C)C1)OCC(=O)N2 (stereo unspecified)
  1.3, -17.8, -8.3, 2.1, -7.8, -1.7, -0.1, -5.4
- CCOC(=O)CSC1=N/C(=C\c2ccc(OC)c(OC)c2)C(=O)N1C
  30.3, 24.3, -1.3, 16.9, 3.6, 2.1, -1.4, 15.1
- Cc1cccc(C)c1NC(=O)CN(C)C(=O)c1cc([N+](=O)[O-])ccc1N1CCOCC1
  14.7, 4.5, -9.8, 5.3, 5.2, 0.0, -4.1, 9.9
- C=CCN(CC=C)c1nc2ccccc2nc1C(C#N)C(=O)OC(C)C (stereo unspecified)
  45.1*, 1.8, -6.4, 48.8, -6.3, 2.5, -4.0, 32.0
- O=C(NCc1ccc(F)cc1)C1CCCN1C(=O)NCc1ccccc1 (stereo unspecified)
  16.3, 10.1, -6.3, -3.3, 0.3, 1.2, -0.7, -12.1
- O=c1[nH]c2cc3c(cc2cc1C(c1nnnn1CC1CCCO1)N1CCCC1)OCO3 (stereo unspecified)
  21.6, 1.1, -14.3, 2.3, 10.2, 0.0, 2.0, -7.3
- Cc1ccc(N(CC(=O)N/N=C/c2cccs2)S(C)(=O)=O)cc1Cl
  7.0, 26.4, -0.4, 9.7, 0.2, 0.2, -0.2, 7.1
- CC(=O)N[C@@H](Cc1c[nH]c2ccccc12)C(=O)NC1CC1
  20.5, 15.0, -7.8, 5.2, 1.7, -1.3, 3.7, -8.2
- O=C(COC(=O)c1ccccc1Sc1ccc(C(F)(F)F)cc1[N+](=O)[O-])NC(=O)NC1CCCC1
  20.0, 12.3, 1.9, 30.6, -3.8, 2.5, 2.3, 1.5
- COCCNC(=O)C(=O)N/N=C(\C)CC(=O)Nc1ccc2c(c1)OCO2
  -5.6, 20.4, 2.4, 8.6, -9.8, -0.6, -3.6, -20.6
- COc1cccc2cc(C(=O)Nc3ccccc3C(=O)N3CCOCC3)oc12
  20.5, 4.0, 21.8, 23.9, 16.8, 2.7, -3.1, 4.2
- NC(=O)CC[C@@H]1NC(=O)[C@H](CO)NC(=O)c2cc([N+](=O)[O-])cc(I)c2NCC[C@@H](C(N)=O)NC(=O)[C@H](Cc2ccc(O)cc2)NC1=O
  -14.3, 16.1, 11.8, 14.7, 17.2, 2.4, -3.2, -6.8
- Cc1cc(C(F)(F)F)c2c(=O)[nH]c(=O)n(Cc3ccccc3)c2n1
  11.6, 13.8, -14.9, 12.7, 10.3, 0.5, 2.3, 8.1
- CCOC(=O)c1cc(-c2ccc(C)cc2)n(CC(=O)NCc2ccco2)c1C
  7.1, 34.3, 11.9, 14.4, 5.9, -1.3, -0.5, -18.4
- COc1ccc(Br)cc1/C=N/n1nnnc1N
  -32.1, -20.6, -0.8, -2.7, 12.2, -0.8, -1.0, -21.8
- CCOc1cc(/C=N/N=C2/NC(=O)C(CC(=O)O)S2)ccc1OCc1ccc(Cl)cc1 (stereo unspecified)
  25.2, -20.3, 8.5, 17.0, 18.9, -0.7, 1.0, 30.6

Carrying on.
Values run as follows: tim10-1 inh, Mdm2-MdmX inh, Jurkat NFkB inh, tim23-1 inh, 697 NFkB inh, CHOP UPR activ, UPR XBP1 act, TIM10 inh
- OCCC1CN(Cc2cnc(-c3ccccc3)s2)CCN1CCc1ccccc1 (stereo unspecified)
  20.5, 6.6, 5.3, 1.9, -18.9, -0.1, 1.9, 27.4
- Cc1cc(-c2ccc(C)c(S(=O)(=O)N3CCN(c4ccc([N+](=O)[O-])cc4)CC3)c2)on1
  21.8, 14.1, 54.5*, 14.9, -9.4, 1.7, -2.7, 3.2
- c1ccc(Cn2ccnc2SCc2nnc(-c3ccccc3)o2)cc1
  14.3, 2.8, -16.7, 17.0, -16.8, 0.1, -2.8, -3.8
- CCN(C(=O)COC(=O)c1cccnc1SC)c1c(N)n(Cc2ccccc2)c(=O)[nH]c1=O
  -3.2, 8.8, -1.6, -8.7, 13.0, 1.2, -1.4, -8.1
- COc1ccc(CC(=O)NC2CCN(CC(=O)Nc3ccc4c(c3)OCCO4)CC2)cc1OC
  8.7, 28.1, 4.2, 5.7, 1.6, -0.8, -2.2, 0.5
- N#Cc1nc(COc2ccccc2)oc1N1CCN(Cc2ccccc2)CC1
  29.7, -4.4, 23.0, 33.5, 23.4, 0.3, -1.8, 19.9
- Cc1cc(C(=O)NNC(=O)CCCOc2ccccc2)c(C)o1
  6.4, 11.0, -6.8, -5.2, 17.9, -1.5, -1.6, 3.9
- CCn1c(SCC(=O)Nc2ccc(N3CCOCC3)cc2)nnc1-c1ccc(OC)cc1
  7.7, 9.3, -18.5, 29.0, -4.7, -1.4, -1.6, 9.3
- CCN1C(=O)[C@@H]2[C@@H](c3ccc(-c4cccc(Cl)c4)cc3)N3CCC[C@@]3(C(=O)OC)[C@@H]2C1=O
  30.1, -4.8, 19.9, 25.2, 1.7, -1.7, -3.1, 16.6
- CCC(C)Sc1nc2c(c(=O)[nH]1)C(c1cccs1)C1=C(CCCC1=O)N2 (stereo unspecified)
  10.3, 24.5, 5.2, -1.0, 28.3, -0.6, 1.0, 7.2
- COc1ccc(C(C)=O)cc1COc1ncnc2ccccc12
  7.4, 17.6, -2.2, 0.0, 4.9, -2.4, 2.6, -19.3
- Fc1ccccc1N1CCN(C(c2ccccn2)c2nnnn2C2CCCCC2)CC1 (stereo unspecified)
  34.9, 24.0, 5.4, 40.8, 9.6, 2.3, -2.5, 38.3
- CC(C)CC(c1nnnn1C(C)(C)C)N1CCN(Cc2ccccc2)CC1 (stereo unspecified)
  20.7, -23.8, 5.2, 14.7, 0.0, 0.7, -1.2, -11.4
- O=c1cc(-c2ccc(O)c(O)c2)oc2c(C3O[C@H](CO)[C@@H](O)[C@H](O)[C@H]3O)c(O)cc(O)c12 (stereo partly specified)
  -13.5, 1.7, 2.7, -3.2, 28.8, 1.5, -0.1, -9.5
- COc1ccc(-c2nc3ccccc3c(=O)n2CCCn2ccnc2)cc1
  11.0, 17.0, 18.6, 6.7, 20.6, -1.9, 2.7, 2.6
- CCn1c(NC(=O)Nc2cccc(C)c2C)cc2sccc21
  20.9, -10.0, -0.1, 18.5, -6.2, -2.3, -1.4, -4.5
- Cc1cc(NC(=O)c2ccc(S(=O)(=O)N(C)C)cc2)no1
  12.8, -7.3, -16.2, 5.7, -22.2, 1.1, 2.5, -3.3
- COc1ccc(S(=O)(=O)NCc2ccc(C(=O)N3CCN(Cc4ccccc4)CC3)cc2)cc1
  20.0, 24.2, 9.3, 13.1, -34.1, 2.0, -1.7, 13.4
- CCN(CC)C(=O)C1CC(=O)N(c2ccc(OC)cc2)C1c1ccc(OC)cc1 (stereo unspecified)
  20.5, 7.6, 2.9, 9.9, 22.5, -0.8, -2.5, 18.1
- CC(C)(C)c1cc(NC(=O)c2cccs2)no1
  24.0, -105.4, -158.1, 35.7, -189.3, 0.9, -3.9, 14.9
- C=CCNC(=O)COC(=O)c1c2c(nc3ccccc13)CCC2
  7.9, 24.4, 1.2, 13.2, -11.5, 1.6, -1.6, 6.9
- Cn1nccc1C(=O)NC1CCCc2c1cnn2-c1ccccc1F (stereo unspecified)
  2.9, -1.1, 62.9*, -4.1, 62.7*, 7.1, -4.5, 7.4
- COc1cc(/C=C2\SC(=S)N(Nc3ccccc3)C2=O)cc(OC)c1OC
  27.9, 0.0, 6.4, 37.1, 22.0, 3.4, -3.3, 23.2
- O=C(CN1C(=O)NC2(CCCC2)C1=O)N1CCN(c2cccc(C(F)(F)F)c2)CC1
  -9.9, -3.9, 7.9, -8.5, 10.5, 2.2, -3.8, -5.2
- COc1ccc(NC(=O)CC2Oc3ccccc3NC2=O)cc1 (stereo unspecified)
  -16.1, 7.1, 1.2, -1.1, 2.8, 0.5, -1.4, -2.6
- CCOC(=O)Cc1cc(=O)n2[nH]c(C)c(-c3ccc(Cl)cc3)c2n1
  13.3, 34.4, -0.4, 14.9, -3.2, -3.3, 8.2, -5.2
- CC(C)CCOCC(O)CCC(=O)NNC(=S)Nc1ccccc1 (stereo unspecified)
  11.6, 4.2, -13.5, 2.8, -8.9, -1.1, 1.6, 12.7
- O=C1CCCC2=C1C(c1ccncc1)n1c(nc3ccccc31)N2 (stereo unspecified)
  -0.9, 33.5, 6.5, -2.9, -3.9, 0.5, 3.8, 3.4
- CCCCCn1c(Sc2ncccn2)nc2c1c(=O)[nH]c(=O)n2C
  20.9, 18.2, 1.7, 23.5, -10.5, -2.9, -1.2, -5.8

As a working copy, some entries already given:
Values run as follows: tim10-1 inh, Mdm2-MdmX inh, Jurkat NFkB inh, tim23-1 inh, 697 NFkB inh, CHOP UPR activ, UPR XBP1 act, TIM10 inh
- CC(C)CCOCC(O)CCC(=O)NNC(=S)Nc1ccccc1 (stereo unspecified)
  11.6, 4.2, -13.5, 2.8, -8.9, -1.1, 1.6, 12.7
- O=C1CCCC2=C1C(c1ccncc1)n1c(nc3ccccc31)N2 (stereo unspecified)
  -0.9, 33.5, 6.5, -2.9, -3.9, 0.5, 3.8, 3.4
- CCCCCn1c(Sc2ncccn2)nc2c1c(=O)[nH]c(=O)n2C
  20.9, 18.2, 1.7, 23.5, -10.5, -2.9, -1.2, -5.8

High-throughput results from PubChem.
